Source: PubChem
Chronic BCR inh = qHTS Assay to Find Inhibitors of Chronic Active B-Cell Receptor Signaling. ABC-DLBCL IkBa-CBG/CBR reporter, luminescence ratio, 4 h. Potency, µM (titrated, usually from 46.1 µM), inactives show top-dose ratio change, negative = lower green/red ratio, hits mostly inhibitors. actives 0.05% (n = 340,000); active = well fitted inhibition curve with a large enough effect in the signal ratio, with a control signal flat, not every such curve was filed as active; inconclusive = small, poorly fitted or top-dose-only effect, or effect the other way, or a change in a side signal; the % refers to the signal ratio;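 also: plate controls were basal doxycycline-induced cells for no effect and cells given 10 µM MG132 for full effect; MG132 reads +100%, hits lower the ratio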
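Cell line TMD8 (human ABC DLBCL), stably expressing tet-inducible CBG68-IkBa fusion and CBR; IMDM/0.5% FBS; cpd up to 46 uM; dox induction, 4 h, 37C/5% CO2; dual luminescence; green/red ratio; MG132 control.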
The depositor's hits bear a star; ? = inconclusive. Potency is read from the fitted curve at half-maximal effect. Not all compounds are listed. The share of hits here may be higher or lower than overall.

Preview (four entries):
compound	Chronic BCR inh
CCc1nc2ccc(C(=O)NCCc3ccc(SC)cc3)cc2nc1CC	5.5%
Cc1cccn2c(=O)c(C(=O)NCc3cccc(F)c3)cnc12	1.9%
CCc1ccc(-n2c(SCc3ccccc3F)nc3[nH]ncc3c2=O)cc1	?
CC(=O)Nc1ccc(NC(=O)C2(c3cccs3)CCOCC2)cc1	-21.1%

Results, from the start:
compound	Chronic BCR inh
CCc1nc2ccc(C(=O)NCCc3ccc(SC)cc3)cc2nc1CC	5.5%
Cc1cccn2c(=O)c(C(=O)NCc3cccc(F)c3)cnc12	1.9%
CCc1ccc(-n2c(SCc3ccccc3F)nc3[nH]ncc3c2=O)cc1	?
CC(=O)Nc1ccc(NC(=O)C2(c3cccs3)CCOCC2)cc1	-21.1%
CCOC(=O)c1cc(-c2ccccc2)n(CCC(=O)NCCc2ccc(OC)c(OC)c2)c1C	?
O=C(NCCc1ccccc1)c1c[nH]c2ccc(S(=O)(=O)Nc3ccc(F)cc3F)cc2c1=O	-17.8%
O=C(Cn1c(=O)oc2cc(Cl)ccc21)Nc1cccc(C(F)(F)F)c1	6.5%
COc1cc2c(cc1OC)C(COc1ccccc1OC)N(C(=O)COc1ccc(Cl)cc1)CC2 (centres undefined)	-0.2%
COc1ccccc1NC(=O)CSC1=Nc2ccccc2C2=NC(CC(=O)NCCc3ccccc3)C(=O)N12 (centres undefined)	?
O=C(NCCc1ccccc1)c1ccc(CS(=O)(=O)Cc2ccccc2Cl)o1	3.0%
CCOC(=O)c1cc(-c2ccccc2)n(CC(=O)NCc2ccccc2)c1C	12.3%
CCCCN(CCCNC(=O)CN1N=C(c2ccccc2)CCC1=O)c1ccccc1	-7.6%

Part of the list above in order of molar mass, ascending:
compound	Chronic BCR inh
CC(=O)Nc1ccc(NC(=O)C2(c3cccs3)CCOCC2)cc1	-21.1%
CCc1nc2ccc(C(=O)NCCc3ccc(SC)cc3)cc2nc1CC	5.5%
O=C(NCCc1ccccc1)c1ccc(CS(=O)(=O)Cc2ccccc2Cl)o1	3.0%
COc1ccccc1NC(=O)CSC1=Nc2ccccc2C2=NC(CC(=O)NCCc3ccccc3)C(=O)N12 (centres undefined)	?

Next part
compound	Chronic BCR inh
O=C(Nc1ccc(F)c(F)c1)c1cc(S(=O)(=O)NC2CCCCCC2)ccc1F	20.4%
Cc1ccc(-n2ncc3c(Nc4ccc5c(c4)OCCO5)ncnc32)cc1Cl	-3.5%
COc1ccc(-c2cc(C(=O)NCCc3ccc(OC)c(OC)c3)c3c(-c4ccc(F)cc4)[nH]nc3n2)cc1	?
c1ccc(-n2ncc3c(NC4CCCC4)ncnc32)cc1	?
O=C(NCC(c1ccco1)S(=O)(=O)c1cccs1)c1ccc(F)cc1 (centres undefined)	-2.0%
CCc1cccc(C)c1NC(=O)c1cc(S(=O)(=O)N2CCC3(CC2)OCCO3)ccc1F	?
COc1ccc(-c2nnc(SCC(=O)NCc3ccccc3)nc2-c2ccc(OC)c(OC)c2)cc1OC	?
CCOC(=O)c1cc(-c2ccccc2)n(-c2cccc(C(=O)Nc3cc(OC)cc(OC)c3)c2)c1C	-3.2%
Cc1ccc(NC(=O)c2oc3ccc(S(=O)(=O)N(C)C4CCCCC4)cc3c2C)cc1Cl	-8.4%
COc1cc(NC(=O)CCn2c(-c3ccccc3)cc(C(C)=O)c2C)cc(OC)c1	?
CCOC(=O)c1cnn(-c2ccc(C(=O)Nc3ccc(OC(F)(F)F)cc3)cc2)c1N	?
Cc1ccc(CCNC(=O)CCN2N=C(c3ccc(C)cc3)CCC2=O)cc1	?
COCC(C)Nc1ncnc2c1cnn2-c1cccc(Cl)c1 (centres undefined)	?
CCOC(=O)c1ccc(N2CCN(c3ccc(F)cc3)CC2)c(NC(=O)Nc2ccc(CC)cc2)c1	?
CC(=O)c1c(C)oc2c1cc(NS(=O)(=O)c1c(C)cc(C)cc1C)c1ccccc12	0.4%
COc1ccc(NC(=O)c2c(NCc3cccs3)sc3c2CCCC3)cc1	?
O=C(c1ccc2c(c1)N(Cc1cccc(Cl)c1)C(=O)c1ccccc1S2=O)N1CCC(Cc2ccccc2)CC1 (centres undefined)	10.8%
CCOc1ccc(CCNS(=O)(=O)c2cc(Br)cc3c2N(C(C)=O)CC3)cc1OCC	?
COc1cccc(N2CC(NC(=O)/C=C\c3ccc4c(c3)OCO4)CC2=O)c1 (centres undefined)	?
COc1ccc(-c2nc3scc(CCNS(=O)(=O)c4ccc(Oc5ccccc5)cc4)n3n2)cc1OC	-0.8%
CC(=O)C1=C(c2ccc(C)c(C)c2)N(C(C)=O)n2c(nnc2-c2ccc(Cl)cc2)S1	?
CCc1ccc2nc(N3CCN(C(=O)c4ccccc4)CC3)sc2c1	9.1%
O=C(Cn1c(=O)oc2cc(S(=O)(=O)N3CCCCCC3)ccc21)NCc1ccccc1Cl	8.3%
COc1cc(C2C(C(=O)Nc3ccccc3)=C(C)Nc3nc(SCC(=O)c4ccc(C)cc4)nn32)ccc1O (centres undefined)	5.1%
CC(=O)c1cc(-c2ccc(F)cc2)n(CC(=O)Nc2cc(C)cc(C)c2)c1C	0.3%
COc1ccc(N2CC(NC(=O)c3ccc(S(=O)(=O)N4CCOCC4)cc3)CC2=O)cc1OC (centres undefined)	-14.4%
CC1CCCCN1S(=O)(=O)c1ccc(C(=O)Nc2sc3c(c2C(N)=O)CC(C)(C)NC3(C)C)cc1 (centres undefined)	-6.4%
O=C(Cc1ccc(F)cc1)NC1CC(=O)N(c2ccc3c(c2)OCCO3)C1 (centres undefined)	10.9%
Cc1cccc(N2CCN(C(=O)c3ccc4c(c3)N(Cc3cccc(Cl)c3)C(=O)c3ccccc3S4(=O)=O)CC2)c1C	-3.6%
COc1ccc(N2CC(NC(=O)c3ccc(Br)o3)CC2=O)cc1 (centres undefined)	-2.7%
CCOc1ccc(C(=O)NCC(c2ccco2)S(=O)(=O)c2ccc(C)cc2)cc1 (centres undefined)	-0.1%
COc1ccc2sc(N(Cc3cccnc3)C(=O)C3CCCCC3)nc2c1	0.4%
O=C(NC1CC(=O)N(c2cccc(F)c2)C1)c1ccc(S(=O)(=O)N2CCCC2)cc1 (centres undefined)	7.5%
Cc1cccc(OCCn2c(SCC(=O)O)nc3ccccc32)c1	11.4%
O=C1C(c2ccc(F)cc2)N(CCc2ccc(Cl)cc2)C(=O)CN1C1CCCCC1 (centres undefined)	-5.4%
O=C(CCOc1ccccc1)N(Cc1cccnc1)c1nc2c(Cl)cccc2s1	-10.0%
COc1cc(NC(=O)Cn2c(=O)oc3cc(S(=O)(=O)N4CCCCCC4)ccc32)cc(OC)c1	4.2%
COCCCNC(=O)CSc1nc2c(sc3ccccc32)c(=O)n1CCc1ccc(OC)c(OC)c1	1.4%
CCOC(=O)c1c(NC(=O)c2cc3nc(-c4ccccc4)cc(C(F)(F)F)n3n2)sc2c1CCC(C)C2 (centres undefined)	-8.4%
COc1ccc(F)cc1S(=O)(=O)NCCc1c(C)[nH]c2c(Cl)cccc12	-19.0%
CCCn1ccc2c(OCC(=O)Nc3ccc(C(F)(F)F)cc3)cccc2c1=O	17.0%
CCOc1ccccc1NC(=O)C(=O)NCCc1sc2nc(-c3ccc(OC)cc3)nn2c1C	?
Cc1ccc(NC(=O)c2ccc(COc3ccccc3Cl)o2)cc1	4.7%
CCOc1ccc(NC(=O)CSc2cc(C)c3ccccc3n2)cc1	0.4%
COc1ccccc1NC(=O)c1cc2ccc3cccnc3c2[nH]1	?
COc1ccc(-c2nc3sc(CCNC(=O)Cc4ccc(F)cc4)c(C)n3n2)cc1	3.3%
CCCCNC(=O)CN1CCN(c2ncc(NC(=O)c3ccc(Cl)cc3)cc2C(=O)O)CC1	-3.8%
COc1cc2c(cc1OC)C(COc1ccccc1OC)N(C(=O)c1ccc(S(=O)(=O)N(C)C)cc1)CC2 (centres undefined)	?

Carrying on.
canonical_smiles | Chronic BCR inh
Fc1ccc(-n2cc(-c3ccccc3)c3c(NC4CCCCC4)ncnc32)cc1 | ?
COc1ccc(Nc2sc(C(=O)c3ccccc3)c(N)c2C(=O)Nc2cc(C)ccc2C)c(OC)c1 | -29.7%
CCCC12CN3CC(CCC)(CN(C1)C3c1c[nH]c3ccccc13)C2=O (centres undefined) | -0.8%
CCOc1ccc(C(=O)NCCS(=O)(=O)N2CCN(c3cccc(Cl)c3)CC2)cc1 | 5.7%
Cc1ccc(NC(=O)CSc2nc(=O)n(CCN3CCOCC3)c3c2CCC3)cc1Cl | -5.5%
CCOc1ccc(C2C(=O)N(C3CCCCC3)CC(=O)N2Cc2ccccc2OC)cc1OC (centres undefined) | -4.0%
COc1cc(/C=C/c2nc3cc(Cl)ccc3c(=O)n2-c2ccc(C)cc2C)cc(OC)c1OC | ?
COC(=O)c1nc2n(n1)C(c1cc(OC)ccc1OC)C=C(c1ccc(Br)cc1)N2 (centres undefined) | -24.4%
Cc1cc(O)c(C(c2ccccc2)N2CCC(C)CC2)c(=O)n1Cc1ccco1 (centres undefined) | ?
COc1ccc(NC(=O)CN(C)S(=O)(=O)c2ccc3nc(C)sc3c2)cc1 | -4.5%
Cc1ccc(NC(=O)c2oc3ccc(S(=O)(=O)N4CCCCC4)cc3c2C)cc1Cl | 6.6%
CCN(CC)CCNC(=O)c1ccc2c(c1)NC(=O)C(CS(=O)(=O)Cc1cccc(Br)c1)N2 (centres undefined) | -2.9%
Cc1ccc(-c2nc3c4ccccc4n(CC(=O)N4CCN(c5ccc(F)cc5)CC4)c(=O)n3n2)cc1 | 11.1%
CCN1CCN(c2cc(C)c3cc(NC(=O)c4cc(OC)c(OC)c(OC)c4)ccc3n2)CC1 | -12.2%
O=C(CCc1ccccc1)N(Cc1cccnc1)c1nc2c(F)cccc2s1 | ?
CN(C)c1ccc(C(=O)NCc2ccc3c(c2)CCN3C(=O)c2ccccc2)cc1 | 4.3%
CCc1cccc(NC(=O)Cn2c(=O)n(Cc3ccccc3)c(=O)c3c(C)c(C(=O)N(C)C)sc32)c1 | ?
O=C(NC1CC(=O)N(c2ccc(Cl)cc2)C1)c1ccc(S(=O)(=O)N2CCOCC2)cc1 (centres undefined) | -0.8%
O=c1oc2c(CN3CCOCC3)c(O)ccc2cc1-c1ccc(Cl)cc1 | -1.8%
Cc1ccc(-n2cnc3cc(C(=O)NCCC4=CCCCC4)ccc32)c(C)c1 | 4.3%
CC(C)c1ccc(NC(=O)CSc2nc(=O)n(Cc3cccnc3)c3c2CCC3)cc1 | 20.8%
CCC(Sc1nc2ccccc2c2nc(CCc3c(C)n[nH]c3C)nn12)C(=O)Nc1ccc(OC)cc1 (centres undefined) | -6.3%
CC(=O)c1c(C)oc2c(Cl)cc(NS(=O)(=O)c3ccc(Cl)cc3)cc12 | -1.7%
CCC(C)NC(=O)c1ccc2c(c1)N(Cc1cccc(Cl)c1)C(=O)c1ccccc1S2=O (centres undefined) | 3.8%
CCOC(=O)c1c(S(=O)(=O)N2CCCC(C(=O)Nc3ccc(OCC)cc3)C2)c(C)n(C)c1C (centres undefined) | 11.5%
COc1cccc(N2CCN(S(=O)(=O)c3ccc(-c4ccno4)cc3OC)CC2)c1 | -1.1%
CCc1ccc(-n2c(=O)c3c(C)c(C(=O)N(C)C)sc3n(CC(=O)Nc3cc(Cl)ccc3C)c2=O)cc1 | ?
Cc1ccc(Cl)cc1N1CCN(C(=O)c2ccc(CS(=O)c3ccccc3)o2)CC1 (centres undefined) | ?
CCOC(=O)C1CCN(c2ncnc3c2c(-c2ccccc2)cn3-c2cccc(C)c2)CC1 | 4.0%
CN(C)CCCn1c(-c2ccc(Cl)cc2)csc1=Nc1ccccc1 | 2.8%
CCOC(=O)c1ccc(N2CCN(c3cc(C)ccc3C)CC2)c(NC(=O)Nc2ccccc2)c1 | 0.2%
Cc1ccc(NC(=O)c2sc3ncnc(N(C)C4CCCCC4)c3c2C)cc1 | 11.4%
Cc1noc(C)c1S(=O)(=O)NCCc1csc2nc(-c3ccc(Cl)cc3)nn12 | ?
Cc1ccccc1Cn1c(CN2CCC(C(=O)NCc3cccnc3)CC2)cc2ccccc21 | ?
CCOC(=O)C1CCC(CN(Cc2ccc(OC)cc2)S(=O)(=O)c2ccc(F)c(C(=O)Nc3ccc(C)c(C)c3)c2)CC1 (centres undefined) | 0.0%
CCOC(=O)c1cc(-c2ccc(OC)cc2)n(CCC(=O)Nc2nc3ccc(OCC)cc3s2)c1C | ?
CCOc1ccc(NC(=O)CSC2=Nc3ccccc3C3=NC(CCC(=O)NCc4ccco4)C(=O)N23)cc1 (centres undefined) | ?
Cc1cccc(CC(=O)NC2CC(=O)N(c3cccc(F)c3)C2)c1 (centres undefined) | -5.9%
COc1ccc(CCNC(=O)CSc2nc3nc(C)c(Cc4ccc(C)cc4)c(C)n3n2)cc1OC | 2.8%
O=C(C1COc2ccccc2O1)N(Cc1cccnc1)c1nc2c(F)cccc2s1 (centres undefined) | 4.1%
COc1ccccc1CNS(=O)(=O)c1cc(C(=O)Nc2cccc(C(F)(F)F)c2)ccc1F | 1.9%
CCN(CC)C(=O)c1sc2c(c1C)c(=O)n(CCc1ccccc1)c(=O)n2Cc1cc(C)ccc1C | -3.4%
COc1ccc(-n2nc3c(N4CCCC(C(=O)NCc5ccc(C)cc5)C4)nnc(C)c3c2C)cc1 (centres undefined) | 0.2%
CCc1sc(Nc2cccc(Cl)c2C)nc1-c1cc2cccc(OC)c2oc1=O | -5.1%
O=c1n(Cc2ccc([N+](=O)[O-])cc2)c2ccccc2c2nc(-c3ccccc3)nn12 | 10.6%
